# Source: PubChem
# FadD28 FP inh: blocks FadD28 binding to the bisubstrate probe. fluorescence polarization. inhibition, % at 12.5 µM. 360,000 tested, 0.22% active. AID 588549; in the data active = inhibition above about 8.5%, passing the limit was not always enough; inconclusive = no clear call, values can overlap the other calls
# BioA inh: blocks M. tuberculosis BioA enzyme activity; purified M. tuberculosis BioA enzyme, plate reader; inhibition, % at 9.99 µM; 360,000 tested, 0.096% active; AID 602481; in the data active = inhibition above about 40%; inconclusive = no clear call, values can overlap the other calls
# Mtb FBA inh: Mtb fructose-bisphosphate aldolase inhibition | inhibition, % at 1 µM | AID 588726 | purified M. tuberculosis FBA, fluorescence read-out | 360,000 tested, 2.3% active | P9WQA3; in the data active = inhibition above about 27%;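 also: 0% = vehicle and 100% = reference inhibitor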
# Target sequence (P9WQA3 whole entry, looked up): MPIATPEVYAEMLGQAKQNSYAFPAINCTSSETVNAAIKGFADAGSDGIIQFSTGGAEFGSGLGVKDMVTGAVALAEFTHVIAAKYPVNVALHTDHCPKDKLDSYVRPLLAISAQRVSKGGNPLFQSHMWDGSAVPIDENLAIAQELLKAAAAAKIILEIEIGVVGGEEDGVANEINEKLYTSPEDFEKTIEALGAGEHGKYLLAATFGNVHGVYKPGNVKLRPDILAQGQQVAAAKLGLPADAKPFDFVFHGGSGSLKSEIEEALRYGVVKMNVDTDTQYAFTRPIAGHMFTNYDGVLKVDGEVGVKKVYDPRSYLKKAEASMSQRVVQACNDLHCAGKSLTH
# BoNT A protease: blocks Botulinum neurotoxin A light chain protease; 360,000 tested, 0.17% active; multiplex microsphere protease substrate cleavage, flow cytometry; inhibition, % at 10 µM; AID 588499; also: plate controls were buffer without enzyme for full effect and enzyme alone for no effect
# PfHsp40 yeast: rescue of PfHsp40-mediated yeast toxicity | growth rescue, % at 12.5 µM | AID 504582 | 340,000 tested, 0.68% active | S. cerevisiae expressing PfHsp40, growth rescue, ATP luminescence; in the data active = growth rescue above about 28%, passing the limit was not always enough; inconclusive = no clear call, values can overlap the other calls;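 also: yeast W303a lacking pdr1 and pdr3 grown in galactose medium; growth measured after three days at 30 °C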
# Anthrax LF inh2: inhibitors of Bacillus anthracis lethal factor protease; P15917; multiplex microsphere protease cleavage assay, LF; inhibition, % at 10 µM; 360,000 tested, 0.12% active; AID 588501; also: plate controls were buffer without enzyme for full effect and enzyme alone for no effect
# GDH-TPI counter: inhibits GDH-TPI coupling enzymes, artifact for Mtb FBA screen; GDH-TPI coupled enzyme counterscreen, NADH absorbance; inhibition, % at 4.8 µM; 360,000 tested, 1.2% active; AID 588335; in the data active = inhibition above about 30%;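 also: 0% = DMSO wells and 100% = wells lacking the enzyme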
# BoNT F protease: inhibitors of Botulinum neurotoxin F light chain protease; Multiplex microsphere protease cleavage assay, flow cytometry; inhibition, % at 10 µM; 360,000 tested, 0.22% active; AID 588497; in the data active = inhibition above about 35%, passing the limit was not always enough; inconclusive = no clear call, values can overlap the other calls; also: plate controls were buffer without enzyme for full effect and enzyme alone for no effect
# Mtb UGM inh: Mtb UDP-galactopyranose mutase inhibition. P9WIQ1. purified UGM, fluorescence polarization probe displacement. inhibition, % at 10 µM. 320,000 tested, 0.06% active. AID 504406; in the data active = inhibition above about 10%, passing the limit was not always enough; inconclusive = no clear call, values can overlap the other calls
# Target sequence (P9WIQ1 whole entry, looked up): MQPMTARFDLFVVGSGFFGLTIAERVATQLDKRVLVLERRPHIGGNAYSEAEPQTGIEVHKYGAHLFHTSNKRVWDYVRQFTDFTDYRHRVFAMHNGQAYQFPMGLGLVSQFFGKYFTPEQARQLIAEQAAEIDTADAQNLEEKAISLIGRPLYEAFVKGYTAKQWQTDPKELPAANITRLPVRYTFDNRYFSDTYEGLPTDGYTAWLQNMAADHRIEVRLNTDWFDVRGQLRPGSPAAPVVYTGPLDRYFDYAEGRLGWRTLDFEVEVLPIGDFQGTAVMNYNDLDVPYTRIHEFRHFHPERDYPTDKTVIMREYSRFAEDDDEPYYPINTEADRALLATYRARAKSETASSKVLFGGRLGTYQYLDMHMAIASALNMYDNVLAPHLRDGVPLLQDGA
# The depositor's hits bear a star; ? = inconclusive; · = no result given. Rule as the data show it, unless noted: active = inhibition above about 30%; inconclusive = no clear call, values can overlap the other calls; inactive = below that.
# The first 2 records (preview)
SMILES,FadD28 FP inh,BioA inh,Mtb FBA inh,BoNT A protease,PfHsp40 yeast,Anthrax LF inh2,GDH-TPI counter,BoNT F protease,Mtb UGM inh
O=C(O)CC(NC(=O)C12CC3CC(CC(C3)C1)C2)c1cc([N+](=O)[O-])ccc1Cl (configuration not stated),1.4,·,3,-0.7,0.3,-1,-1,-4,0.9
CC1(C(=O)O)Cc2ccccc2C(=O)O1 (configuration not stated),-2.0,·,-1,0.4,-0.2,-7,-3,-3,-1.0

# All compounds of this part, previewed entries included:
SMILES,FadD28 FP inh,BioA inh,Mtb FBA inh,BoNT A protease,PfHsp40 yeast,Anthrax LF inh2,GDH-TPI counter,BoNT F protease,Mtb UGM inh
O=C(O)CC(NC(=O)C12CC3CC(CC(C3)C1)C2)c1cc([N+](=O)[O-])ccc1Cl (configuration not stated),1.4,·,3,-0.7,0.3,-1,-1,-4,0.9
CC1(C(=O)O)Cc2ccccc2C(=O)O1 (configuration not stated),-2.0,·,-1,0.4,-0.2,-7,-3,-3,-1.0
CC(=O)Nc1c2c(nn1-c1cccc(Cl)c1)CS(=O)(=O)C2,-2.7,-0.5,-3,4.2,-0.4,12,-1,8,1.5
COC(=O)N/N=C/c1cn(Cc2c(Cl)cccc2Cl)c2ccccc12,-4.6,·,-2,-0.5,1.4,-2,5,-3,1.7
COc1cc(NC(=O)CN2C(=O)C(c3ccccc3)=NC2(C)C)cc(OC)c1,-3.4,0.8,1,-0.5,1.3,4,9,-4,2.2
COc1ccc(CCNC2=C(Cl)C(=O)N(Cc3ccccc3)C2=O)cc1OC,-2.3,-0.6,-1,-0.2,1.6,-3,3,-4,1.7
COc1ccc(NC(=O)CN2CCN(CC#N)CC2)cc1,-4.6,0.4,3,-2.6,-0.8,-5,-11,22,-1.0
O=C(Nc1nc([C@@H]2O[C@H](CO)[C@@H](O)[C@H](O)[C@H]2O)cs1)NC(c1ccccc1)c1ccccc1,-1.3,-1.7,2,0.5,·,2,-9,2,·
COc1cccc(C(=O)Nc2nc(-c3ccncc3)cs2)c1,-0.5,·,-1,0.6,0.8,0,9,0,2.3
Cc1nc(CC(=O)N2CCN(c3cccc(C)c3C)CC2)cs1,-3.9,·,-2,-1.4,0.1,2,-9,-6,5.3
CCOC(=O)CSc1nc2sc3c(c2c(=O)[nH]1)CC(C)(C)OC3,-2.2,1.6,-1,-0.3,-0.3,-3,2,1,-0.1
COc1ccc(CNC(=O)c2cnn3c(C(F)F)cc(C)nc23)cc1,-3.0,3.3,-2,0.1,0.1,-1,-2,6,-0.7
Cc1ccc(/C=N/N(C)C2=NS(=O)(=O)c3ccccc32)cc1,-2.3,·,-1,-0.6,0.4,5,0,7,-2.0
CCSc1nc2ccccc2c(=O)n1C1CCOC(C)(C)C1 (configuration not stated),-3.3,·,-4,0.1,0.1,-4,0,-8,-1.1
CC1CCCN(C(=O)CSc2nnc3ccccn23)C1 (configuration not stated),0.7,-0.7,2,-0.6,-0.6,0,5,-6,-1.0

# As entered above.
# Result for COc1ccc(CNC(=O)c2cnn3c(C(F)F)cc(C)nc23)cc1 under BoNT A protease: 0.1
# Result for COc1cccc(C(=O)Nc2nc(-c3ccncc3)cs2)c1 under PfHsp40 yeast: 0.8
# Result for CCSc1nc2ccccc2c(=O)n1C1CCOC(C)(C)C1 (configuration not stated) under BoNT A protease: 0.1
# Result for COc1cc(NC(=O)CN2C(=O)C(c3ccccc3)=NC2(C)C)cc(OC)c1 under Mtb FBA inh: 1

# Later entries
SMILES,FadD28 FP inh,BioA inh,Mtb FBA inh,BoNT A protease,PfHsp40 yeast,Anthrax LF inh2,GDH-TPI counter,BoNT F protease,Mtb UGM inh
CCCOc1ccccc1C1CC(=O)NC2=C1C(=O)CCC2 (configuration not stated),-5.2,-1.0,2,-1.0,-0.2,-1,1,-8,·
COc1ccc(C(=O)COC(=O)/C=C/c2ccco2)cc1F,-3.1,-0.6,-2,-3.8,0.4,-2,-3,-5,-0.9
C=CCn1c(NCc2ccc3c(c2)OCO3)nc2ccccc21,0.9,-1.5,-2,-0.7,-1.1,-3,7,-15,0.1
O=C1C(Nc2ccc(O)cc2)=C/C(=N/S(=O)(=O)c2cccs2)c2ccccc21,3.3,·,-2,-1.6,15,-15,3,-5,·
Cc1cccc(N2CCN(c3nc4nonc4nc3N3CCSCC3)CC2)n1,-2.9,-1.2,0,-0.8,0.1,-4,14,0,-0.7
O=C(Cn1ncc2c(=O)oc3ccccc3c21)NCC1CCCO1 (configuration not stated),-1.5,-1.2,-3,0.0,0.1,2,5,0,-1.7
CCOc1ccc(Nc2nc3ccccc3n3cnnc23)cc1,-2.5,·,-1,0.1,0.0,-3,32*,1,·
Cc1cc(C)c(S(=O)(=O)N2CCN(C(=O)C(C)Cn3cncn3)CC2)c(C)c1 (configuration not stated),-0.3,-3.9,-1,-1.7,1.3,2,-3,-2,0.3
COc1ccc(/C=N/n2c(=O)[nH]c3c([nH]c4ccc(F)cc43)c2=O)cc1CN1CCCCC1,-1.0,-0.6,82*,·,-1.7,·,26,·,1.5
Cc1ccc(NC(=O)Nc2ccccc2F)cc1S(=O)(=O)N1CCOCC1,-2.9,-2.8,1,1.4,0.5,2,4,2,1.7
CCC(CC)C(=O)Nc1cc(C(=O)OC)ccc1C(=O)OC,-2.8,·,2,0.2,-1.0,-2,-3,-2,2.4
O=C(c1ccc(OC2CCN(Cc3ccccn3)CC2)cc1)N1CCC[C@H]1CO,-0.7,-1.6,3,0.3,1.4,2,8,-4,-0.7
CCn1c(O)c(N=NC(=O)CNC(=O)/C=C/c2ccccc2)c2ccccc21,1.4,-1.1,-4,-1.4,-0.3,-1,24,4,-2.6
CCc1ccc([C@@H]2C[C@H]3[C@@H](CN2S(=O)(=O)c2ccc(C)cc2)C(=O)C[C@@H](c2ccc(Cl)cc2)N3S(=O)(=O)c2ccccc2C)cc1,-0.7,-0.9,-2,-0.3,·,-4,8,2,·
Cc1cccc(C)c1NC(=O)NC1CC2CCC(C1)N2Cc1cccs1 (configuration not stated),-0.7,-0.2,7,0.3,-0.6,7,4,-4,-1.3
O=C(NC1CC1)c1ccc(CN(c2ccccc2)S(=O)(=O)c2ccccc2)cc1,-1.7,·,-2,-0.6,-2.3,-4,12,-2,-0.4
O=C(COc1ccccc1Cl)NCCNC(=O)c1ccncc1,0.1,-0.6,-3,-0.8,-0.4,11,-2,-23,-2.2
CC(C)(C)NS(=O)(=O)c1ccc(CCC(=O)Nc2ccc3c(c2)OCO3)cc1,-1.2,-1.0,-1,0.4,1.7,0,10,-8,0.4
Cc1c(C(=O)N(C)Cc2ccc(OC(F)F)cc2)oc2ccccc12,0.3,1.9,0,-3.4,-0.6,0,2,-6,-1.6
O=C(COC(=O)c1ccc(Br)o1)Nc1ccc(F)cc1[N+](=O)[O-],-2.4,-0.1,0,·,1.2,·,1,·,-1.2
CC(=O)N1CCN(Cc2nc3ccc(Cl)cc3n2CCO)CC1,0.3,0.1,2,3.1,-0.5,4,-3,10,-1.0
COc1ccc(CN2c3cc(S(=O)(=O)N4CCOCC4)ccc3N3CCCC32)cc1 (configuration not stated),-3.4,1.2,1,0.5,0.9,3,-5,?,0.0
COc1ccc(CN2CCCN(C)CC2)c(OC)c1C,-1.9,0.2,1,1.9,-0.2,1,-3,5,0.0
CCNS(=O)(=O)c1ccc(CCC(=O)N2CCCC2)cc1,-2.4,-2.6,3,0.2,-1.2,-10,10,?,1.0
O=C(NCc1ccccc1)c1ccc(S(=O)(=O)NCc2ccco2)cc1,-1.8,5.2,-2,-1.1,12,-2,-9,-24,4.6
COc1ccc(NC2(c3ccccc3)OC(=O)c3ccccc32)cc1 (configuration not stated),-3.2,1.4,4,-0.5,-0.6,-5,-5,2,-1.2
CC(=O)c1ccc(-c2nc3c4ccccc4ccn3c2C(C)=O)o1,-3.6,·,18,1.1,-1.0,-3,19,-3,0.6
OC(CN1CCOCC1)c1csc2ccccc12 (configuration not stated),-1.9,·,-6,-0.9,-1.7,-12,-8,-14,2.1
Cn1c(N)c(C(=O)COC(=O)c2ccccc2C(=O)c2ccc(Cl)cc2)c(=O)n(C)c1=O,-2.8,1.5,-2,-0.2,0.9,-4,-6,-5,0.4
CC(C)Nc1ncnc2c1cnn2Cc1ccc(Cl)cc1,·,1.9,-5,-1.0,-0.8,-8,-4,-9,-0.1
CCCCN(C(=O)c1cc(Cl)nc2ccccc12)c1c(N)n(CCC)c(=O)[nH]c1=O,-2.4,-2.0,3,0.4,·,-2,13,4,·
COc1cccc(CNS(=O)(=O)c2c(C(=O)N3CCCCCC3)c(C)n(C)c2C)c1,-2.1,0.1,3,9.7,-1.4,6,8,14,-2.2
N#C/C(=C\c1ccc(N2CCCCC2)o1)C(=O)Nc1cccc(Br)c1,0.9,·,-16,2.8,-0.6,7,12,20,-6.2
CC(C)OC(=O)Nc1ccc(-c2ccc(NC(=O)OC(C)C)cc2Cl)c(Cl)c1,-1.3,4.4,-1,0.7,-1.7,-2,9,-14,-2.1
COC(=O)CC#N,-0.3,-1.2,1,-0.4,0.4,-6,8,-8,2.8
O=C(NCc1ccc(F)cc1)c1cc(-c2ccncc2)nc2ccccc12,0.2,-0.4,2,-3.0,0.4,2,4,-1,-0.6
O=C(O)c1ccc2c(c1)N(Cc1ccccc1)C(=O)c1ccccc1S2=O (configuration not stated),0.4,-0.3,3,-1.0,-2.1,1,7,-8,-0.1
COCCNC(=O)C1CC(=O)N(C2CCCC2)C1 (configuration not stated),-2.6,-2.6,-1,0.4,-0.6,3,-3,-1,0.6
N/C(=N\OC(=O)c1ccc(Br)cc1)c1cccc([N+](=O)[O-])c1,-1.3,1.8,0,1.0,0.5,7,8,?,-3.2
Cc1ccc(-c2nc(Nc3ccccc3)n[nH]2)cc1,0.6,-1.0,2,-1.2,0.4,-1,5,-14,-3.7
NC(=O)c1ccsc1NC(=O)CN1C(=O)NC2(CCCCC2)C1=O,-3.1,-0.6,4,-3.1,0.2,2,5,-7,0.3
NC(=O)c1ccsc1NC(=O)CN1CCN(S(=O)(=O)c2ccccc2C(F)(F)F)CC1,-25,0.8,-1,0.2,-0.1,-4,7,-9,·
CCOC(=O)c1sc(NC(=O)CSc2nnnn2-c2ccc(C)cc2)c(C(=O)OCC)c1C,-2.7,-1.8,1,-0.8,-0.4,-3,-12,-8,1.3
CCOC(=O)N1CCN(C(=S)Nc2ccccc2C)CC1,-0.9,-1.3,2,1.0,-0.6,3,1,13,1.3
C=Cn1ccnc1P(=S)(c1ccccc1)c1nccn1C=C,-0.6,·,-1,0.6,-0.3,0,9,5,-1.8
COCCNc1nc(CSc2ccccc2)nc2sc(C)c(C)c12,-1.2,·,0,-0.8,7.2,1,8,-9,-3.4
CCOc1cc(/C=C2\SC(=Nc3ccc(CC)cc3)NC2=O)ccc1OCC(=O)O,-7.8,·,-3,-0.5,1.9,-3,22,-2,8.6
Cc1cccc(C(=O)NCCCNC(=O)c2cccnc2)c1,-1.4,2.8,6,-6.7,-2.2,-9,5,-7,0.4
COc1ccc(C2SCC(=O)Nc3c2c(=O)[nH]n3C2CCCCC2)cc1 (configuration not stated),-0.9,0.1,1,0.4,-1.0,-5,-4,2,-3.9
CCCCc1ccc(NC(=O)CSc2nnc(CNC(=O)c3ccco3)o2)cc1,-4.3,0.2,0,-1.0,0.1,2,8,-3,-0.3
CCCn1c(SCc2nc(N)nc(N3CCCCC3)n2)nc2c1c(=O)n(C)c(=O)n2C,0.1,·,-1,0.2,4.1,-2,4,4,-1.3
C=CCn1cc(C(=O)NCc2ccc3c(c2)OCO3)c(=O)c2cc(S(=O)(=O)N(CC)CC)ccc21,-4.5,0.7,-2,-1.1,2.3,-5,19,-6,·
Nc1ccc(-c2cnc3ccccc3n2)cc1,-1.5,-1.4,-2,·,·,·,23,·,3.9
O=C(N/N=C/c1cccc([N+](=O)[O-])c1)c1ccc(CN2CCOCC2)cc1,0.9,-0.3,1,0.9,-0.4,0,2,0,1.8
O=C(N/C(=C\c1ccccc1)C(=O)N1CCCCC1)c1ccco1,-1.6,0.7,2,-1.3,-0.6,-10,2,-5,1.6
O=C(CSc1nc2ccccc2c(=O)n1-c1ccc(OC(F)F)cc1)NCc1cccs1,-4.2,-0.8,2,-0.6,-1.5,1,5,-5,0.8
